# High-throughput results as filed in PubChem.
# DNMT1 block: human DNMT1 methyltransferase inhibitors, primary screen, biochemical, molecular beacon, fluorescence, HinP1I cleavage, uHTS; DNA (cytosine-5)-methyltransferase 1 (Homo sapiens), P26358; inhibition (reported as % activation of signal), % at 10 µM; actives 0.83% (n = 360,000); in the data active means inhibition above about 50%
# STEP block: STEP phosphatase inhibitors, primary screen, biochemical, fluorescence intensity, uHTS; inhibition, % at 20 µM; recombinant STEP, OMFP fluorogenic substrate; actives 0.25% (n = 360,000); Tyrosine-protein phosphatase non-receptor type 5 (Homo sapiens), P54829;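 active means inhibition at 20 µM, scaled per plate between control wells, above about 37%, limit read from the data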;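 further: 0% = DMSO with enzyme and substrate and 100% = substrate only without enzyme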
# Target sequence (P54829 whole entry, looked up): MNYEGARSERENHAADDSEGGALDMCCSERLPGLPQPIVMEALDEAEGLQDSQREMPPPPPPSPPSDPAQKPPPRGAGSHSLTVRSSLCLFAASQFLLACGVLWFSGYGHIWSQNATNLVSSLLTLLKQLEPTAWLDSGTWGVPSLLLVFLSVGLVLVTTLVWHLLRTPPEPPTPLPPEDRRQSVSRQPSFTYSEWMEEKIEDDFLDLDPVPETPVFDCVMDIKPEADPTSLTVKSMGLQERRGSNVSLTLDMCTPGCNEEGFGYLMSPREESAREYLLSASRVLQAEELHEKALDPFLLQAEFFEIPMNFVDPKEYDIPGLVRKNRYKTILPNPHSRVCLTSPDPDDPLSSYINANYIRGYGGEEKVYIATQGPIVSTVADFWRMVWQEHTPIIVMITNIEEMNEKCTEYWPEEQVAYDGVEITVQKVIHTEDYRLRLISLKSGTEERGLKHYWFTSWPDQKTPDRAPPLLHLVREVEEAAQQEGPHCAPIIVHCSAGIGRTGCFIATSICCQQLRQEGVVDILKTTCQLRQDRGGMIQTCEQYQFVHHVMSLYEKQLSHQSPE
#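 Assay system: isolated STEP enzyme. Buffer or medium: pH 6.0 Bis-Tris with DTT and Tween 20. Also added: fluorogenic phosphatase substrate OMFP at 25 µM final. Dosing: 20 µM, 1% DMSO. Timing: 20 min reaction, room temperature, in the dark. Measured by: fluorescence intensity, excitation 480 nm, emission 540 nm. Evaluation: normalized % inhibition.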
# LMPTP block: LMPTP phosphatase inhibitors, primary screen, biochemical, fluorescence intensity, uHTS. inhibition, % at 20 µM. AID 651560, 2012. actives 0.22% (n = 360,000). Low molecular weight phosphotyrosine protein phosphatase (Homo sapiens), P24666. recombinant LMPTP-A, OMFP fluorogenic substrate;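 active means compounds that cut the enzyme signal by at least half of the control window in the single-dose screen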;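 further: plate controls were DMSO wells with enzyme plus substrate for no effect and substrate without enzyme for full effect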
# Target sequence (P24666 whole entry, looked up): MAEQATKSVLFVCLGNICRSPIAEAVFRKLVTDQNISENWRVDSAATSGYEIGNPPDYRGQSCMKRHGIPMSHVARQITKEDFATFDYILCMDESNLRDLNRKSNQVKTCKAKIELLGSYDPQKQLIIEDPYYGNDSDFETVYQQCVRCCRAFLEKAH
#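 test system = LMPTP-A | amount = 0.625 nM LMPTP-A final | reagent = fluorogenic phosphatase substrate OMFP at 400 µM final | incubation = 50 min at room temperature | benchmarks = no-enzyme low control, uninhibited high control | medium = Bis-Tris pH 6.0, DTT, detergent | signal = fluorescence intensity of OMFP turnover product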
# SUMO1-SIM PPI: modulators of SUMO1 protein-protein interactions, primary screen, biochemical, uHTS; SUMO1 binding to a labelled peptide, TR-FRET, 1 h; inhibition, % at 20 µM; actives 0.33% (n = 360,000); AID 602429, 2012; in the data active means inhibition above about 37%
# Target sequence (P63165 whole entry, looked up): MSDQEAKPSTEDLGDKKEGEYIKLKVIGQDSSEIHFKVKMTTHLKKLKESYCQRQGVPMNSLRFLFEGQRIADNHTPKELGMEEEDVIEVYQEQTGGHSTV
# CendR NRP1 mod: modulators of CendR peptide binding to NRP-1, primary screen, biochemical, fluorescence polarization, uHTS | FAM-RPARPAR peptide binding to NRP-1 | inhibition, % at 25 µM | actives 0.85% (n = 360,000) | AID 602438, 2012;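 active means inhibition or corrected inhibition above about 18%, plus a signal ratio from 0.5 to 1.5, limit read from the data, passing the limit was not always enough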; further: strong numbers were not always called active
# Tb MetRS inh: T. brucei MetRS inhibitors, primary screen, biochemical, luminescence; methionyl-tRNA synthetase (Trypanosoma brucei brucei); purified T. brucei MetRS, ATP depletion, Kinase-Glo luminescence; inhibition, % at 11.9 µM; actives 0.4% (n = 360,000); AID 624268, 2012;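 active means inhibition above a per-plate cutoff of the control wells' mean inhibition plus 3 SD, cut at about 5.5% in these data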;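 further: 0% = DMSO wells median and 100% = median of wells with control inhibitor compound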
#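 Measured by: Kinase-Glo luciferase luminescence reporting remaining unconsumed ATP. Material: purified T. brucei MetRS enzyme. Doses: 11.9 µM compound single dose, 0.9% DMSO. Medium: HEPES buffer containing pyrophosphatase, BSA, spermine, DTT. Times: 15 min preincubation, 2 h reaction, all 25 °C. Reagent: methionine, ATP and bulk E. coli tRNA.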
# E coli Lon inh: inhibitors of E. coli Lon protease, primary screen, biochemical, fluorescence polarization | purified E. coli Lon protease | inhibition, % at 7.94 µM | actives 0.42% (n = 360,000) | AID 602123, 2011; in the data active means inhibition above about 13%, passing the limit was not always enough;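 further: 0% = enzyme with probe and DMSO and 100% = no enzyme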
# MsrA inhibitor: bovine MsrA enzyme inhibitors, primary screen, biochemical, absorbance, HTS; actives 0.75% (n = 360,000); purified bovine MsrA, absorbance read-out; AID 651718, 2012; inhibition, % at 15.5 µM; in the data active means inhibition above about 4.5%;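 further: 0% = vehicle wells with enzyme and 100% = reference inhibitor wells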
# Scp1 inh: Scp-1 phosphatase inhibitors, primary screen, biochemical, colorimetric, uHTS; Carboxy-terminal domain RNA polymerase II polypeptide A small phosphatase 1 (Homo …; Recombinant Scp1, phosphopeptide, malachite green phosphate absorbance; inhibition, % at 20 µM; actives 0.88% (n = 340,000);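 active means inhibition above about 50% at 20 µM, limit read from the data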;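 further: plate controls were DMSO wells with enzyme for no effect and wells lacking enzyme for full effect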
# Target sequence (Q9GZU7 76-261 limits assumed): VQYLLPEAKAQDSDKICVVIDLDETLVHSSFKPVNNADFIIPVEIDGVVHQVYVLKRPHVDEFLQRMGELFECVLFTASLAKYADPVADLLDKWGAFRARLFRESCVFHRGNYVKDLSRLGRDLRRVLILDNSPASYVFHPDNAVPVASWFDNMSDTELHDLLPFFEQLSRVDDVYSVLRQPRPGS
#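 System: truncated SCP-1 phosphatase (76-261aa); medium: Tris acetate buffer pH 5.5 with MgCl2 and Tween-20; incubation: 45 min room-temperature reaction, 5 min colour, 30 min stabiliser; compound: single 20 µM dose, 1% DMSO; reagent: Phosphorylated 17-residue peptide substrate; read-out: % inhibition at 20 µM; technique: colorimetric free-phosphate detection, absorbance 630 nm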
# MsrA act: bovine MsrA enzyme activators, primary screen, biochemical, absorbance, HTS; actives 0.3% (n = 360,000); purified bovine MsrA, absorbance read-out; activation, % at 10.6 µM; in the data active means activation above about 7.5%;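 further: 0% = vehicle and 100% = reference activator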
# * hit, by the source's call; · = not tested or not shown.
SMILES,DNMT1 block,STEP block,LMPTP block,SUMO1-SIM PPI,CendR NRP1 mod,Tb MetRS inh,E coli Lon inh,MsrA inhibitor,Scp1 inh,MsrA act
N/C(=N\OC(=O)Cc1ccc(Cl)cc1)c1ccccn1,1,-4,1.6,-2,-12,-0.1,4,-0.6,3,0
Cc1ccccc1S(=O)(=O)Oc1ccc2ccc(O)cc2c1,-20,0,0.3,-2,6,-0.4,2,-0.2,-2,0
N/C(=N\OC(=O)Cc1ccccc1)c1ccccc1Cl,0,-1,0.0,3,6,-0.8,5,-1.1,4,-7
O=C(NCc1ccccn1)c1ccc(CS(=O)(=O)Cc2ccc(Cl)cc2)o1,-5,0,-1.3,2,-15,0.1,-4,-0.3,9,0
CCOc1ccc(C2NC(=O)C(C#N)=C(S)N2c2ccc(C)cc2)cc1OC (centres undefined),-7,3,-1.4,1,-10,-0.4,-1,1.1,-2,-5
Cc1ccc(S(=O)(=O)NCCC(=O)OC(C)C(=O)NC2CC2)cc1 (centres undefined),1,-3,-0.5,0,4,-0.5,-5,0.4,-2,-2
O=C(Nc1ccccc1F)c1cc(-c2ccco2)nc2ccccc12,40,17,6.4,0,-12,-0.7,-3,1.9,68*,-1
COc1ccc(C(=O)CC(=O)C(=O)Nc2ccccc2Cl)cc1,1,0,0.4,3,-6,-1.2,-6,0.1,-8,-6
O=C(Nc1ccc2c(c1)OCCO2)c1ccc(Cl)c(S(=O)(=O)N2CCCCC2)c1,-1,1,2.0,8,2,-0.4,2,0.2,-5,-9
Cc1ccc(/C=C/C2=NN(Cc3ccccc3Cl)C(=O)CC2)cc1,3,-1,3.5,-11,-9,-0.5,-13,1.8,-15,-4
COc1ccc(N2CC(O)=C(c3nc(-c4ccc(F)cc4)cs3)C2=N)cc1OC,-9,0,2.2,-3,-2,-0.5,-2,0.3,1,-4
Cc1ccc2nc(-c3ccco3)c(Cc3cccc(Cl)c3)n2c1,-1,0,2.5,10,-15,-1.1,-7,1.1,·,-8
COc1ccc(S(=O)(=O)Nc2ccc3c(c2)OCO3)cc1C(=O)O,1,-1,-0.8,-1,16,0.5,-5,0.4,-1,-2
O=C(Nc1nnc(SCCC2OCCO2)s1)C1CC(=O)N(c2ccc(F)cc2)C1 (centres undefined),-7,1,1.2,1,-11,-0.3,-15,-0.4,1,1
CCOC(=O)C1CCCN(C(=O)c2ccco2)C1 (centres undefined),-2,-5,-2.2,0,-5,-0.9,-2,1.0,0,-2
COc1ccc(-n2ncc3c(Nc4cccc(C)c4)ncnc32)cc1,4,-4,0.1,1,7,-1.6,-5,1.4,-9,-13
CCOc1ccc(NC(=O)CN(C)C(=O)CN2C(=O)NC3(CCCC3)C2=O)cc1OCC,0,1,-1.4,0,8,-0.6,-3,-1.0,-1,-3
CC1(C)CC(=O)C=C(c2ccc(COC(=O)c3cccc(C(F)(F)F)c3)cc2)C1=O,3,6,2.4,-12,10,-1.4,2,2.7,·,-3
COc1ccc(NC(=O)CS(=O)(=O)Cc2nc(-c3ccc(C)cc3)oc2C)cc1,-5,3,1.2,0,-1,-0.1,-6,-0.7,3,-3
COC(=O)C1CCN(C(=O)COC(=O)COc2ccc(C#N)cc2)CC1,1,1,-1.2,0,3,-1.2,5,0.1,15,-8

# Profiles, quoted from the list. Order of screens: DNMT1 block, STEP block, LMPTP block, SUMO1-SIM PPI, CendR NRP1 mod, Tb MetRS inh, E coli Lon inh, MsrA inhibitor, Scp1 inh, MsrA act
# `Cc1ccc2nc(-c3ccco3)c(Cc3cccc(Cl)c3)n2c1` is entered as -1, 0, 2.5, 10, -15, -1.1, -7, 1.1, ·, -8
# `CC1(C)CC(=O)C=C(c2ccc(COC(=O)c3cccc(C(F)(F)F)c3)cc2)C1=O` is entered as 3, 6, 2.4, -12, 10, -1.4, 2, 2.7, ·, -3
# `CCOC(=O)C1CCCN(C(=O)c2ccco2)C1` (centres undefined) is entered as -2, -5, -2.2, 0, -5, -0.9, -2, 1.0, 0, -2
# `Cc1ccc(S(=O)(=O)NCCC(=O)OC(C)C(=O)NC2CC2)cc1` (centres undefined) is entered as 1, -3, -0.5, 0, 4, -0.5, -5, 0.4, -2, -2

# Retrieved by compound from the list above, two records:
SMILES,DNMT1 block,STEP block,LMPTP block,SUMO1-SIM PPI,CendR NRP1 mod,Tb MetRS inh,E coli Lon inh,MsrA inhibitor,Scp1 inh,MsrA act
COc1ccc(C(=O)CC(=O)C(=O)Nc2ccccc2Cl)cc1,1,0,0.4,3,-6,-1.2,-6,0.1,-8,-6
Cc1ccc2nc(-c3ccco3)c(Cc3cccc(Cl)c3)n2c1,-1,0,2.5,10,-15,-1.1,-7,1.1,·,-8

# Looked up above.
# E coli Lon inh with O=C(Nc1ccc2c(c1)OCCO2)c1ccc(Cl)c(S(=O)(=O)N2CCCCC2)c1 stands at 2
# CendR NRP1 mod with Cc1ccc(S(=O)(=O)NCCC(=O)OC(C)C(=O)NC2CC2)cc1 (centres undefined) stands at 4
# MsrA act with COc1ccc(NC(=O)CS(=O)(=O)Cc2nc(-c3ccc(C)cc3)oc2C)cc1 stands at -3

# Continuation.
SMILES,DNMT1 block,STEP block,LMPTP block,SUMO1-SIM PPI,CendR NRP1 mod,Tb MetRS inh,E coli Lon inh,MsrA inhibitor,Scp1 inh,MsrA act
CCN1C[C@@H]2[C@@H]3C(=O)N(Cc4ccccc4)C(=O)[C@@H]3[C@](C)(C1=O)N2C(=O)c1ccc(C(C)(C)C)cc1,3,3,-0.7,0,-2,-0.2,-9,-1.5,-2,-2
C/C(=N\OC(=O)c1ccccc1)c1cc(-c2ccc(Cl)cc2)no1,11,-3,-1.5,-2,-4,-0.6,2,0.1,-5,-2
S=C(Nc1ccc(Cl)cc1Cl)NC1CCN(Cc2ccccc2)CC1,5,2,-2.6,1,-8,-0.7,11,-0.8,-5,-7
Nn1c(Cc2cccc3ccccc23)n[nH]c1=S,-2,1,-1.8,0,13,-0.2,-5,-0.8,-1,-2
CCOC(=O)c1c(NC(=O)c2ccno2)c2cc([N+](=O)[O-])ccc2n1C,-1,1,14,-6,-7,0.0,0,1.6,-11,-2
CCCN(C(=O)CCCSc1nc2ccccc2[nH]1)c1c(N)n(Cc2ccccc2)c(=O)[nH]c1=O,3,1,0.4,2,-2,-0.1,-8,-0.6,1,-15
Cc1ccc(CNC(=O)Nc2cccc(C)c2)cc1,2,0,0.1,-4,-3,-0.3,-6,-1.6,-9,0
CC1C(=O)N(Cc2cn(CCC3OCCO3)nn2)CCS(=O)(=O)N1Cc1ccc(-c2ccc(Cl)cc2)cc1 (centres undefined),-7,0,-1.2,-2,-7,1.0,12,-0.6,·,-1
COc1cccc(-c2[nH]nc3c2C(c2ccsc2)C(C#N)=C(N)O3)c1 (centres undefined),-16,0,-0.6,-5,-12,0.6,4,0.2,-11,0
Cc1cc(=O)c(C(=O)O)cn1Nc1ccc(Cl)cc1,0,3,-0.7,0,2,-0.5,-14,1.8,-9,-2
C[C@H](CO)N1C[C@H](C)[C@@H](CN(C)C(=O)Nc2ccc(C(F)(F)F)cc2)Oc2c(NC(=O)c3ccncc3)cccc2C1=O,3,0,-0.8,-5,-1,0.0,-13,-1.8,88*,2
O=C(NCc1nnc(SCC(=O)N2CCCCCC2)o1)c1ccc(F)cc1,0,2,0.0,1,0,-0.3,3,0.6,-1,-1
COC(=O)C1=C(O)/C(=C\c2ccc(CNC(=O)C(=O)Nc3ccc(C)cc3)o2)N=C1C,96*,5,16,20,-67,-0.8,-13,2.5,-7,-4
CCc1nnc(NC(=O)CSc2nc(-c3ccccc3)cc(-c3ccc(F)cc3)c2C#N)s1,52*,3,1.9,-13,-1,-0.7,-7,-0.7,7,-1
O=C(Oc1ccc(Cl)c2ccccc12)N1CCCCC1,-3,6,2.1,-6,-1,-1.4,8,-0.6,-15,-6
COC1OC(CO)C(O)C(O)C1O (centres undefined),-1,1,-0.4,-4,-16,-0.9,-3,0.4,10,-2
CCCCC1=CC2=CC(=O)C(C)(OC(=O)CC)C(=O)C2=CN1c1ccc(OC)cc1 (centres undefined),-10,2,2.6,-16,24*,-0.2,5,0.3,-3,-4
O=C(Nc1cccc([N+](=O)[O-])c1)c1ccc2c(c1)C(=O)N(c1ccccn1)C2=O,2,2,-0.4,-16,-14,0.1,15,0.0,46,-5
CNC(=O)C1(C)Cc2c(-c3ccc4c(c3)OCO4)ccnc2O1 (centres undefined),0,-2,0.5,5,4,-0.2,0,-0.4,·,-2
COCCNC(=O)c1nc2c(nnn2Cc2cc(C)ccc2C)c(=O)[nH]1,3,-1,-1.9,1,2,-0.1,2,0.8,-4,1
CC1(C)CC2CC(C)(CN2S(=O)(=O)c2cccc(C(=O)O)c2)C1 (centres undefined),6,0,-2.2,3,11,-0.3,-2,0.0,10,5
C#CCOCCOCCOCCNc1nc(N2CCN(C(=O)C([C@@H](C)O)n3cc([C@@H](N)CCCCN)nn3)CC2)nc(N2CCN(C(=O)C([C@@H](C)O)n3cc([C@@H](N)CCCCN)nn3)CC2)n1 (some centres undefined),-9,-1,-9.5,-137,-2,-0.2,0,-0.5,-11,2
O=C(NNC(=O)C1CCC(C(=O)NNC(=O)c2cccs2)CC1)c1cccs1 (centres undefined),2,-1,4.6,-3,17,-1.1,0,0.6,5,-8
COc1cc(CC(=O)O)c(C(C)=O)cc1OC,1,-2,-1.7,-4,15,-0.6,-3,0.5,-8,0
O=C(NN1CC(=O)N(c2cc(Cl)cc(Cl)c2)CC1=O)c1cccs1,-4,1,0.5,-4,7,-0.1,7,-0.2,-7,-1
O=C(Nc1ccc(Cl)cn1)c1ccccc1SCc1ccccc1,-3,2,4.6,2,16,-0.6,0,1.2,-5,-3
Nc1nnc(SCc2cccnc2)s1,-4,1,-2.2,3,2,0.0,-4,0.3,0,-3
Cc1cccc(N2CCN(S(=O)(=O)c3c(C)noc3/C=C/N(C)C)CC2)c1C,-6,1,5.0,3,0,-0.5,-18,0.9,-10,-1
